Screens from PubChem BioAssay.
HCMV inh: human cytomegalovirus inhibition; HFF cells, HCMV-luciferase reporter, 72 h; active compounds read low; activity change, negative = inhibition, % at 57.5 µM; 410,000 compounds, 4.5% hits; AID 1259415; in the data active = activity change below about -60%; inconclusive = no clear call, values can overlap the other calls; inactive = above about -39%
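HFF cells seeded 16 h at 37C, treated with compounds, infected with luciferase-reporter HCMV at MOI 1 PFU/cell; luciferase read at 72 h post infection, normalized to buffer-only and Salinomycin controls.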
AmpC inh detg: inhibitors of E. coli AmpC beta-lactamase with detergent | AmpC hydrolysis of nitrocefin, absorbance 480 nm, 0.01% Triton | 370,000 compounds, 0.041% hits | P00811 | Potency, µM (highest dose often 114 µM), for inactives: at the top dose activity change, negative = inhibition, hits mostly inhibitors;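 also: potency is read from the fitted curve at half-maximal effect; 0% = no-compound wells and -100% = no-enzyme wells; nearly all actives have a fitted effect of over 25% in size; some results filed as inactive show a strong effect at the top dose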
Target sequence (P00811 whole entry, looked up): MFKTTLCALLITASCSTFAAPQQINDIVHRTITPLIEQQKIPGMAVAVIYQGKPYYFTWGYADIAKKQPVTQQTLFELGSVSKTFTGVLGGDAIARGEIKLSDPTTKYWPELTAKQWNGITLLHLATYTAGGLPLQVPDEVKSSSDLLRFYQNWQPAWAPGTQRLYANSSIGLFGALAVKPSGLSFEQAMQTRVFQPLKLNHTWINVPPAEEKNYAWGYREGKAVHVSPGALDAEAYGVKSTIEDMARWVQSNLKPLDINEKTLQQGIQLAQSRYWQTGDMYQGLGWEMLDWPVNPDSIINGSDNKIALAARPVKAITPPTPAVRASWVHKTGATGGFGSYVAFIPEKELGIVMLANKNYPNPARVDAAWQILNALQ
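20 mM phosphate pH 7.0 + 0.01% (detergent screen) or 0.0001% Triton X-100; 5.3 nM AmpC reagent; cpd preinc 15 min RT; nitrocefin (800 uM stock) to start; A480 q20 s × 4 min; Activity was normalised to no-enzyme and no-compound control wells.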
HCV inhibitor: inhibitors of hepatitis C virus infection; Potency, µM (series often up to 41.8 µM), inactives show at the top dose activity change, negative = inhibition, hits mostly inhibitors; 340,000 compounds, 3.4% hits; Huh7.5.1 HCVcc-Cre infection, luciferase reporter, 44 h; also: potency is read from the fitted curve at half-maximal effect
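Infectious HCV cell culture screen: compound-treated cells (1,000/well, pre-plated 4 h) are infected with HCVcc-Cre at roughly 0.5 moi and grown 44 h. Infection is quantified by luciferase signal after 15 min substrate incubation at room temperature.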
Sm TGR block: blocks Schistosoma mansoni thioredoxin glutathione reductase; purified TGR, DTNB reduction, TNB absorbance 405 nm; Potency, µM (highest dose often 114 µM), for the others: top-dose activity change, negative = inhibition, most hits filed as inhibitors; 360,000 compounds, 3% hits; AID 485364; Q962Y6; also: potency is read from the fitted curve at half-maximal effect; nearly all actives have a fitted effect of over 60% in size
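TGR 20 nM + NADPH 100 uM (dispensed conc.), cpd preinc 15 min RT; start with NADPH (500 uM addition) then DTNB (15 mM addition). Kinetic TNB absorbance, 405 nm filter. Four-parameter Hill fit across titration.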
Giardia FBPA inh: blocks Giardia fructose-bisphosphate aldolase activity | A8B2U2 | purified Giardia FBPA | Potency, µM (titrated, usually from 59.6 µM), for the others: at the top dose activity, negative = inhibition, actives largely listed as inhibitors | 290,000 compounds, 0.71% hits | AID 2451; also: potency is read from the fitted curve at half-maximal effect; nearly all actives have a fitted effect of over 55% in size
Target sequence (A8B2U2 whole entry, looked up): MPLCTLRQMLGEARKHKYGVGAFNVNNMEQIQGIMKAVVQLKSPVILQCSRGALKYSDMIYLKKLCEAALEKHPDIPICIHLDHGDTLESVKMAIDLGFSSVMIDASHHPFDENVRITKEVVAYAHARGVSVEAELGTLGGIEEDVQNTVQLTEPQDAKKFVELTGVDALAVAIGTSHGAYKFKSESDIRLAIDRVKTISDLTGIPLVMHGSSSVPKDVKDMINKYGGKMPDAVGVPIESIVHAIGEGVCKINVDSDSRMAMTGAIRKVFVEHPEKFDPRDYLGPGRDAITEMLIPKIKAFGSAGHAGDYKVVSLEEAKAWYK
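Giardia FBPA (40 nM reagent) was preincubated 10 min at RT with compound (up to 57.5 uM final), then substrate plus GAPDH/TPI/NAD/arsenate coupling system with diaphorase/resazurin was added; resorufin fluorescence (525/598 nm) was read after 20 min.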
AmpC inh no detg: AmpC beta-lactamase inhibition without detergent; 330,000 compounds, 0.52% hits; Potency, µM (top dose mostly 57.1 µM), inactives show top-dose activity change, negative = inhibition, actives largely listed as inhibitors; P00811; AmpC nitrocefin hydrolysis, absorbance 480 nm, 0.0001% Triton;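 also: potency is read from the fitted curve at half-maximal effect; plate controls were no compound for no effect and no enzyme for full effect; nearly all actives have a fitted effect of over 20% in size; some results filed as inactive show a strong effect at the top dose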
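AmpC (5.3 nM in the dispensed reagent) in 20 mM phosphate pH 7.0 with 0.01% (detergent screen) or 0.0001% Triton X-100 was preincubated with compounds for 15 min at room temperature. Nitrocefin was then added from an 800 uM solution, and hydrolysis was followed at 480 nm.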
Active calls of the source: *; [ ] = dose if it differs, or a comment. Unless noted, calls follow the shape of the dose curve; as a rule, active = well fitted curve in the direction sought with a large enough effect; inconclusive = small, poorly fitted or top-dose-only effect, or another doubt; inactive = no such curve, though single readings can be large; an effect the other way counts as inactive or inconclusive. Unless noted, % is scaled to controls: 0 for no effect and ±100 for the full control effect.

`CC1CN(C(=O)CSc2nnc(C3CCCCC3)n2N)CC(C)O1` (centres undefined) gave HCMV inh 35, HCV inhibitor 14% and AmpC inh no detg -14%.
COc1cc(C(=O)N(C)c2nnc(-c3cccnc3)s2)cc(OC)c1OC was read as AmpC inh detg 1%, HCV inhibitor -5%, Sm TGR block -8%, Giardia FBPA inh 5% and AmpC inh no detg -12%.
Screening CCCN1CCN(CCCNC(=S)Nc2ccc(OC)cc2)CC1 returned HCMV inh -23, AmpC inh detg -1%, HCV inhibitor 5%, Sm TGR block -18%, Giardia FBPA inh 4% and AmpC inh no detg -22%.
For COc1cc(C2NC(=O)NC(C)=C2C(=O)OCC2CCCCC2)cc(Cl)c1O (centres undefined) the results were HCMV inh -7, AmpC inh detg -11%, HCV inhibitor -26%, Sm TGR block -27%, Giardia FBPA inh -1% and AmpC inh no detg 53%.
Screening O=c1cc(-c2ccccc2)nc(/C=C/c2ccccc2)[nH]1 returned HCMV inh -39, AmpC inh detg 4%, HCV inhibitor 9%, Sm TGR block -4%, Giardia FBPA inh 0% and AmpC inh no detg -24%.
O=C(COC(=O)c1ccc(OC(F)F)cc1)NCCC1=CCCCC1 was read as HCMV inh -7, AmpC inh detg 2%, HCV inhibitor -4%, Sm TGR block -21% and AmpC inh no detg -13%.
For CC(C)Oc1ccc(C(=O)Nc2ccccc2N2CCOCC2)cc1 the results were HCMV inh -36, AmpC inh detg 6%, HCV inhibitor -4%, Sm TGR block 5%, Giardia FBPA inh -3% and AmpC inh no detg 34%.
Screening CC(=O)c1c(C)oc2c1cc(NS(=O)(=O)c1ccc(C(C)(C)C)cc1)c1ccccc12 returned HCMV inh -17, AmpC inh detg 17% and Sm TGR block 10%.
Screening Cc1cccn2c(=O)c(C(=O)NC3CCCCC3)c(O)nc12 returned HCMV inh inconclusive, AmpC inh detg -7%, HCV inhibitor -1%, Sm TGR block 0%, Giardia FBPA inh 3% and AmpC inh no detg -36%.
`O=C(NCC(c1ccco1)N1CCN(c2ccccc2F)CC1)OCc1ccccc1` (centres undefined) gave HCMV inh -15, AmpC inh detg 0%, HCV inhibitor 11%, Sm TGR block -6%, Giardia FBPA inh 1% and AmpC inh no detg -1%.
O=C(COC(=O)CCc1ccccc1)NC1CCS(=O)(=O)C1 (centres undefined) was read as HCMV inh -12, AmpC inh detg -14%, HCV inhibitor 0%, Sm TGR block 3% and AmpC inh no detg 3%.
`O=[N+]([O-])[N-][n+]1cnn(Cc2ccc(Cl)cc2)c1` gave HCMV inh 1, AmpC inh detg inconclusive, HCV inhibitor 12%, Sm TGR block -1%, Giardia FBPA inh 0% and AmpC inh no detg -17%.
`C#CCNC(=O)/C=C/c1ccc(C)cc1` gave HCMV inh 38, AmpC inh detg -8%, HCV inhibitor 5%[8.37 µM], Sm TGR block -27%, Giardia FBPA inh -11% and AmpC inh no detg -12%.
Screening N/C(=N\OC(=O)c1ccoc1)c1ccc(Br)cc1 returned HCMV inh 33, AmpC inh detg 5%, HCV inhibitor 0%, Sm TGR block -17%, Giardia FBPA inh -5% and AmpC inh no detg -23%.
`COCCn1cc(C(=S)N2CCCCC2)c2ccccc21` gave HCMV inh 16, AmpC inh detg -5%, HCV inhibitor -8%, Sm TGR block 7%, Giardia FBPA inh -1% and AmpC inh no detg -9%[2.29 µM].
For N#Cc1ncc(C(F)(F)F)cc1Oc1cccnc1 the results were HCMV inh -29, AmpC inh detg -4%, HCV inhibitor -4%, Sm TGR block -9%, Giardia FBPA inh 6% and AmpC inh no detg -13%.
Screening O=C(c1ccc(Cl)c(NC2=NC3CS(=O)(=O)CC3S2)c1)N1CCN(c2ccc(F)cc2)CC1 (centres undefined) returned HCMV inh -6, AmpC inh detg 2%, HCV inhibitor 21%, Sm TGR block -15% and AmpC inh no detg 43%.
`CC(C)c1ccc2c(c1)C1(NN=C(c3ccccc3)S1)C(=O)N2` (centres undefined) gave HCMV inh 16, AmpC inh detg -3%, HCV inhibitor inconclusive, Sm TGR block -28%, Giardia FBPA inh inconclusive and AmpC inh no detg -35%.
Screening COc1cc(C(=O)NC(=S)N(CCC#N)Cc2cccnc2)cc(OC)c1OC returned HCMV inh 17, HCV inhibitor 4% and AmpC inh no detg -8%.
CCOc1ccc(C(=O)NCCS(=O)(=O)N2CCN(c3cccc(Cl)c3)CC2)cc1 was read as HCMV inh -40, AmpC inh detg 10% and Sm TGR block 3%.
Screening CCN(CC(=O)NCCc1ccccc1)S(=O)(=O)c1ccccc1 returned HCMV inh -24, AmpC inh detg 2%, HCV inhibitor inconclusive, Sm TGR block -1%, Giardia FBPA inh 2% and AmpC inh no detg 16%.
CCCCn1c(N)c(N(CC(C)C)C(=O)C2CCN(C(=O)c3ccc(Cl)cc3)CC2)c(=O)[nH]c1=O was read as HCMV inh 5, AmpC inh detg 0%, HCV inhibitor 22%, Sm TGR block -3% and AmpC inh no detg -4%.
`Cc1nc(=O)c(-c2ccccc2)c(C)n1-c1ccccc1C(=O)O` gave HCMV inh 16, AmpC inh detg inconclusive, HCV inhibitor 37%[activator], Sm TGR block 1%, Giardia FBPA inh 8% and AmpC inh no detg -8%.
For O=C(CSc1nc2[nH]c(=O)[nH]c(=O)c2s1)Nc1cccc(F)c1 the results were HCMV inh inconclusive, AmpC inh detg -5%, HCV inhibitor 11%, Sm TGR block -19% and AmpC inh no detg -16%.
Screening Cc1[nH]c(-c2ccc(F)cc2)cc1C(=O)N1CCN(c2ccccc2)CC1 returned HCMV inh -3, AmpC inh detg inconclusive, HCV inhibitor inconclusive, Sm TGR block -6%, Giardia FBPA inh -3% and AmpC inh no detg 100%[activator].
Screening COCC(C)n1c(C)cc(C(=O)COC(=O)CCc2nc3ccccc3c(=O)[nH]2)c1C (centres undefined) returned HCMV inh -17, AmpC inh detg -7%, HCV inhibitor 8%, Sm TGR block -2%, Giardia FBPA inh -10% and AmpC inh no detg 5%.
Screening COc1ccc(S(=O)(=O)c2c(O)c(C)cc(NS(=O)(=O)c3ccc(Cl)cc3)c2C(C)C)cc1 returned HCMV inh inconclusive, AmpC inh detg 4% and Sm TGR block -11%.
`CN1CCc2nc3sc(C(=O)Nc4c(F)cccc4F)c(N)c3cc2C1` gave HCMV inh 12, AmpC inh detg 1% and Sm TGR block -7%.
Screening Cc1c(NS(=O)(=O)c2cc(C(=O)N(C)Cc3ccccc3)ccc2Cl)c(=O)n(-c2ccccc2)n1C returned HCMV inh 28, HCV inhibitor -4% and AmpC inh no detg -1%.
O=C1C2CCCN2C(c2cccnc2)N1c1ccc(Cl)c(Cl)c1 (centres undefined) was read as HCMV inh 26, AmpC inh detg -5%, HCV inhibitor -4%, Sm TGR block 3%, Giardia FBPA inh -3% and AmpC inh no detg 40%.

Pulled one by one from above (2):
Screening COCC(C)n1c(C)cc(C(=O)COC(=O)CCc2nc3ccccc3c(=O)[nH]2)c1C (centres undefined) returned HCMV inh -17, AmpC inh detg -7%, HCV inhibitor 8%, Sm TGR block -2%, Giardia FBPA inh -10% and AmpC inh no detg 5%.
CCOc1ccc(C(=O)NCCS(=O)(=O)N2CCN(c3cccc(Cl)c3)CC2)cc1 was read as HCMV inh -40, AmpC inh detg 10% and Sm TGR block 3%.

(listing goes on)
`CCc1ccc(-n2c(=O)c3c(C)c(C(=O)N(C)C)sc3n(CC(=O)Nc3cc(Cl)ccc3C)c2=O)cc1` gave HCMV inh -7, AmpC inh detg 12% and Sm TGR block 13%.
`C/C(CC(=O)NCc1ccc(Cl)cc1)=N\NC(=O)COc1ccc(C)cc1Br` gave HCMV inh 1, AmpC inh detg 2%, HCV inhibitor -33%, Sm TGR block -9% and AmpC inh no detg 104%[activator].
Screening Cc1ccc(C(C)C)c(OCCn2c(=O)oc3ccccc32)c1 returned HCMV inh -21, AmpC inh detg 1%, HCV inhibitor inconclusive, Sm TGR block -10%, Giardia FBPA inh -4% and AmpC inh no detg 3%.
Screening COc1cccc(-c2cc(C(F)(F)F)n3nc(C)c(-c4ccccc4)c3n2)c1 returned HCMV inh -2, AmpC inh detg 19% and Sm TGR block 1%.
Screening CC(C)N(C(=O)NC(=O)NCC1CCCO1)S(C)(=O)=O (centres undefined) returned HCMV inh -24, AmpC inh detg 1%, HCV inhibitor 8%, Sm TGR block 3%[11.4 µM], Giardia FBPA inh 1% and AmpC inh no detg 3%.
`O=C1CCCN1CCC12CC3CC(CC(C3)C1)C2` gave HCMV inh -4, AmpC inh detg 3%, HCV inhibitor 10%, Sm TGR block -9%, Giardia FBPA inh 6% and AmpC inh no detg 31%.
`COc1ccc(C(=O)NCC(c2ccco2)N2CCc3ccccc32)c(OC)c1` (centres undefined) gave HCMV inh 1, AmpC inh detg -14%, HCV inhibitor inconclusive, Sm TGR block 0% and AmpC inh no detg -22%.
`CCCCCN(C(=O)CCC(=O)OCCOc1cccc(Cl)c1)c1c(N)n(CCCC)c(=O)[nH]c1=O` gave HCMV inh -36, AmpC inh detg inconclusive, HCV inhibitor -5%, Sm TGR block 6% and AmpC inh no detg -18%.
Screening CCS(=O)(=O)N1CCC(C(=O)NCc2ccccn2)CC1 returned HCMV inh -25, AmpC inh detg 3%, HCV inhibitor -2%, Sm TGR block 1%, Giardia FBPA inh 0% and AmpC inh no detg -6%.
`CCS(=O)(=O)Nc1cc(C(=O)OC)ccc1C(=O)OC` gave HCMV inh 14, AmpC inh detg inconclusive, HCV inhibitor -7%, Sm TGR block -3%, Giardia FBPA inh -18% and AmpC inh no detg -7%.
`COc1ccc(CCNC(=O)COC(=O)c2ccc(C)s2)cc1OC` gave HCMV inh -11, AmpC inh detg inconclusive, HCV inhibitor -12%, Sm TGR block 5% and AmpC inh no detg -9%.
`CC(=O)Nc1ccc(C(=O)Nc2cccc(-c3cnc4ccccc4n3)c2)cc1` gave HCMV inh -5, AmpC inh detg -11%, HCV inhibitor inconclusive, Sm TGR block -15%, Giardia FBPA inh 0% and AmpC inh no detg -17%.
Screening CCCOc1ccc(CC(=O)NCc2ccco2)cc1OC returned HCMV inh 27, AmpC inh detg inconclusive, HCV inhibitor -7%, Sm TGR block inconclusive, Giardia FBPA inh -8% and AmpC inh no detg -26%.
CS(=O)(=O)Nc1nnc(Cc2ccccc2)s1 was read as HCMV inh 48, AmpC inh detg -13%, HCV inhibitor -7%, Sm TGR block -9%, Giardia FBPA inh 0% and AmpC inh no detg -21%.
Screening CCCCc1cc(C)c(S(=O)(=O)c2ccccc2C)c(=O)[nH]1 returned HCMV inh -16, AmpC inh detg -1%, HCV inhibitor -11%, Sm TGR block -2%, Giardia FBPA inh 9% and AmpC inh no detg -13%.
Screening COc1ccc(S(=O)(=O)Nc2cc(C)c(O)c(S(=O)(=O)c3ccccc3)c2)cc1 returned HCMV inh -4, AmpC inh detg -8%, HCV inhibitor 6%, Sm TGR block 56µM*, Giardia FBPA inh 4% and AmpC inh no detg -58%.
For COc1ccc(OC)c(Nc2ncc3c(n2)CCN(Cc2cc(OC)c(OC)c(OC)c2)C3)c1 the results were HCMV inh -3, AmpC inh detg 0% and Sm TGR block 2%.
